# INS promoter inh: TRM-6 insulin promoter activity inhibition. TRM-6 cells (human fetal islet line), insulin promoter-eGFP reporter, imaging; reporter expression induced with tamoxifen. inhibition, % at 2 µM. 130,000 compounds, 0.9% hits;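 active = inhibition above the mean plus 3 SD, with well images judged a real hit on visual review, cut at about 60% in these data, passing the limit was not always enough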
# sdo1 growth: restores growth of sdo1-depleted yeast; S. cerevisiae sdo1-depleted JHY4D growth rescue, OD600 30 h; stronger effect = higher value; pdr5 snq2 efflux-pump mutant strain; 140,000 compounds, 0.21% hits; z-score at 10 µM;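 active = z-score above 3 at both the 24 hr and the 30 hr optical density reads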;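 also: z-score against mean and SD of all compound wells on the same plate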
# sdo1 growth Rescue 24 h: further read-out of sdo1 growth, marked with its call; z-score; S. cerevisiae sdo1-depleted JHY4D growth rescue, OD600; measured here: growth rescue at 24 h;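 0 is the plate mean of compound wells and units are plate SD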
# * marks the source's active call; other numbers are inactive results; x = not tested or not shown.
INS promoter inh	sdo1 growth	sdo1 growth Rescue 24 h	SMILES
0	-0.53	-0.18	CC(C)(C)CC(=O)Nc1cc(S(=O)(=O)N2CCCCCC2)ccc1Cl
-2	-0.49	-0.24	Cc1ncsc1CCOC(=O)C1C2CC3CC(C2)CC1C3 (stereo not given)
-11	0.65	0.18	Cc1cc(=O)oc2cc(OCC(=O)NCc3ccncc3)ccc12
-40	0.86	1.9	COc1cccc(C2CC(c3cccc(NS(C)(=O)=O)c3)=NN2C(=O)c2ccccc2)c1OC (stereo not given)
x	0.73	0.45	COc1ccc2nc(SCC(N)=O)cc(C)c2c1
54	x	x	CCCNS(=O)(=O)c1ccc(-n2cnnn2)c(OC)c1
26	-0.09	-0.59	O=C(Nc1cccc(F)c1)N1CC=C(n2c(=O)[nH]c3ccccc32)CC1
-36	x	x	Cc1csc(SC(C)C(=O)Nc2ccc3c(c2)OCCO3)n1 (stereo not given)
13	-1.4	-1.1	CCOC(=O)C1=C(CN2CCc3ccccc32)NC(=O)NC1c1ccc(Cl)cc1 (stereo not given)
53	-0.36	-0.31	COC(=O)c1ccccc1NC(=O)CSc1ccc(C)cc1
75*	0.86	0.26	CCCC(=O)n1nc(-c2ccc(Cl)cc2)nc1SC
-29	-1.1	0.94	COc1cc(-n2c(N)c(C(=O)NCc3ccco3)c3nc4ccccc4nc32)cc(OC)c1OC
x	-0.2	-0.39	COC(=O)Nc1ccc(S(=O)(=O)N2CCCCC2C(=O)NCc2ccco2)cc1 (stereo not given)
-51	-1.5	-1.4	CC(=O)c1coc2c1cc(O)c1ccccc12
-4	-2.8	-1.9	CCC(=O)OCCNc1cc(Sc2nc3ccccc3s2)c2nonc2c1[N+](=O)[O-]
x	0.22	0.17	O=C1N(CCCN2C(=O)C3(OCCO3)c3ccccc32)c2ccccc2C12OCCO2
-50	x	x	CCSc1nnc(NC(=O)C2C3CCC(C3)C2C(=O)O)s1 (stereo not given)
14	-1.1	-0.93	Cc1ccccc1NC(=S)N(C)Cc1cn(C)c2ccccc12
8	1.5	1.9	COc1ccccc1NC(=O)C1=C(C)Nc2nnnn2C1c1ccncc1 (stereo not given)
3	0.97	1.4	CC(NC(=O)CN1CCc2ccccc21)c1ccccc1 (stereo not given)
x	-0.93	-1.7	Nc1cc([N+](=O)[O-])ccc1O
-51	x	x	O=C(NN=C1CCCC1)c1ccc([N+](=O)[O-])cc1
0	-0.96	-0.46	CN(C)S(=O)(=O)c1ccc2oc(SCC(N)=O)nc2c1
-45	-0.46	0.35	COc1c(Br)cc2c(C)c(C(=O)N3CCOCC3)oc2c1Br
-82	-0.53	-0.14	CCC(C)N1C(=O)c2ccccc2C1C(=O)NC1CCCCCC1 (stereo not given)
52	-0.14	-0.76	CC1CC(=O)Nc2ccccc2N1S(=O)(=O)c1cccc(Cl)c1 (stereo not given)
10	-0.79	0.02	CC1C(c2ccccc2)N(C)C(c2ccccc2)C(C)C1(O)C#Cc1ccccc1 (stereo not given)
10	-1.7	-1.5	O=C(Nc1ccc(Cl)cc1)[C@@H]1[C@@H]2C(=O)N(c3ccc4ccccc4c3)C(=O)[C@@H]2[C@H]2C=CC=NN21
x	0.91	1.1	C=CCSc1nnc(-c2c[nH]c3ccccc23)n1CCOC
29	2.2	2.9	CCCOc1cccc(C2/C(=C(/O)c3ccccc3)C(=O)C(=O)N2CCN(C)C)c1 (stereo not given)

# Looked up one by one from the list above, two records:
INS promoter inh	sdo1 growth	sdo1 growth Rescue 24 h	SMILES
3	0.97	1.4	CC(NC(=O)CN1CCc2ccccc21)c1ccccc1 (stereo not given)
-51	x	x	O=C(NN=C1CCCC1)c1ccc([N+](=O)[O-])cc1

# Next part
INS promoter inh	sdo1 growth	sdo1 growth Rescue 24 h	SMILES
-18	1.1	1.4	COc1ccc(NC(=O)c2cncc(Br)c2)cc1S(=O)(=O)N1CCCCC1
-27	x	x	CCCCc1n[nH]c(=S)n1Cc1ccc(Cl)cc1
3	-1.4	-1.7	CCOC(=O)CSCC(=O)Nc1cc(C)ccc1C
35	0.31	0.16	COc1ccc(NC(=O)CSc2nnc(-c3ccccc3)n2Cc2ccco2)cc1OC
-41	x	x	COc1ccc(C(C#N)c2ccc(=O)[nH]n2)cc1 (stereo not given)
46	0.07	-0.13	Cc1ccc(C(=O)Nc2ccccc2C(N)=O)o1
-32	-0.4	-0.32	CC(C)(C)OC(=O)NCCc1nnc(SCc2c(Cl)cccc2Cl)o1
-20	-0.82	-1.5	CN(Cc1cc2ccccc2[nH]c1=O)S(=O)(=O)c1ccccc1
-21	x	x	O=C(c1ccc(S(=O)(=O)NCC2CCCO2)cc1)N1CCN(c2ccccc2F)CC1 (stereo not given)
64	1.5	1.7	O=C(CCN1CCN(CC(=O)Nc2ccccc2Cl)CC1)Nc1ccccc1F
35	0.34	-0.38	O=C(C1CCCCC1)N1CCN(c2ncccn2)CC1
23	x	x	O=C(CN1CCN(c2ccc(F)cc2)CC1)Nc1ccccc1[N+](=O)[O-]
51	-0.07	-0.49	O=C(Nc1cccc(Cl)c1N1CCCC1)c1cccc(-c2cc3ccccc3oc2=O)c1
-25	0.64	1.1	O=C(COc1ccc(Cl)cc1)NCc1nnc(SCC(=O)Nc2ccccc2)o1
-17	0.87	1.2	CSCCNC(C)=O
26	2.3	2.7	CCOc1ccccc1/C=C(/NC(=O)c1ccccc1)C(=O)NCC(=O)O
x	-0.45	-0.49	CN=c1sc2ccccc2n1CC(O)COc1ccccc1 (stereo not given)
x	1.5	2.4	CSCCC1NC(=O)NC1=O (stereo not given)
x	-0.61	-0.45	Cc1oc(-c2ccccc2F)nc1CS(=O)(=O)CC(=O)N1CCN(c2ccccc2)CC1
3	-0.66	-0.83	Cc1ccc(-c2noc(-c3ccccc3Br)n2)cc1
48	-0.45	0.27	COC(=O)c1nc(NC(=O)C(C)(C)C)n[nH]1
x	-0.43	-0.47	O=C(Nc1nnc(-c2ccc(F)cc2)s1)C1CCN(S(=O)(=O)c2ccc(Cl)cc2)CC1
-8	-1.4	0.15	N#Cc1nc(-c2ccc(OCc3ccc(Cl)cc3)cc2)oc1NCc1cccnc1
-29	0.41	1	Cc1ccccc1Cn1cc(NC(=O)CSc2nc3c(c(C(F)(F)F)n2)CCc2ccccc2-3)cn1
47	-0.29	-0.72	Cc1cc(C)n(C(=O)COc2c(C)cccc2C)n1
-27	-0.93	-1.6	C=CCn1c(COc2cccc(C)c2)nnc1SCn1nnc2ccccc2c1=O
-7	0.16	-0.51	O=C(NCc1nc2ccccc2[nH]1)c1ccc(S(=O)(=O)N2CCOCC2)cc1
22	x	x	CC(C)c1nnc(SCC(=O)N2CCN(C(=O)c3ccco3)CC2)n1N
9	-0.09	-0.04	O=C(O)c1ccc(CNc2ccccc2C(=O)O)cc1
12	-2.2	-2	CCCCCOC(=O)C1=C(C)Nc2nnnn2C1c1ccccc1Cl (stereo not given)

# The last 2 compounds of the part above lead into the next.
INS promoter inh	sdo1 growth	sdo1 growth Rescue 24 h	SMILES
9	-0.09	-0.04	O=C(O)c1ccc(CNc2ccccc2C(=O)O)cc1
12	-2.2	-2	CCCCCOC(=O)C1=C(C)Nc2nnnn2C1c1ccccc1Cl (stereo not given)
89*	-0.8	-0.18	CC(C)C(=O)c1cc2c(cc1NC(=O)c1ccccc1)OCCO2
23	2.1	2.5	NC(=S)Nc1cccc2cnccc12
-68	0.16	0.32	COc1ccc(CCC(=O)Nc2ccc(Br)cn2)cc1
-25	-0.13	1.3	O=C(Nc1ccccc1)c1cc2ccccc2[nH]1
36	x	x	COc1ccc(/C=C2\C(=O)ON=C2c2cccc([N+](=O)[O-])c2)cc1
-8	x	x	COc1ccc(-c2nc(N)n(S(=O)(=O)c3ccc(C)cc3)n2)cc1
53	0.05	0.33	Cc1ccc(C(=O)CCC2CCCCC2=O)cc1 (stereo not given)
x	-0.87	-1	CCNC(=O)CSc1nc2cc([N+](=O)[O-])ccc2n1-c1cccc(C(F)(F)F)c1
67	x	x	Cc1ccc(C(NC(=O)N2CCCC2)C(Cl)(Cl)Cl)cc1F (stereo not given)
38	x	x	CN(C)C(=O)CSc1cnc2ccccc2n1
x	-0.6	-0.92	COC(=O)c1nnn(-c2nonc2N)c1CSc1nc2ccccc2o1
-357	-0.4	-0.88	Cc1cccc(OCC(=O)N(C)CCc2ccccn2)c1
50	-2.2	-1.8	COc1ccc(CNC(=O)c2csc(Cc3ccc(Cl)cc3)n2)cc1
x	-0.58	3	CCOC(=O)N1CCN(c2c(-c3ccccc3)c3cc(Cl)ccc3[nH]c2=O)CC1
26	0.12	-0.04	COc1ccc(CNC(N)=O)cc1OC
x	0.6	1.4	CCOc1ccc2nc(NC(=O)c3ccc(OCC4CCCO4)cc3)sc2c1 (stereo not given)
39	-1.4	-1.9	CCCCN(CCCC)S(=O)(=O)c1ccc(NC(=O)Cc2cccs2)cc1
46	0.38	0.71	Cc1ccc(S(=O)(=O)CCSc2nc(C)cc(C)c2C#N)cc1
-30	x	x	N=C1C(c2nc3ccccc3s2)=C(O)CN1c1ccccc1
-33	-1.4	-1.4	O=C(Nc1ccc(Cl)cc1)N1CCSc2ccccc21
x	1	0.06	Cc1c[n+]([O-])n(-c2ccc(C(=O)O)cc2)n1
x	-0.49	-0.64	COc1cccc(CSc2nnc(-c3ccco3)n2C)c1
-4	-0.99	-1.2	CCC(C)(C)n1nnnc1C(c1cc2cc(C)ccc2[nH]c1=O)N1CCCC1 (stereo not given)
0	-1.5	-1.3	Cn1c(COc2ccc(Br)cc2)nnc1SC1CCc2ccccc2C1=O (stereo not given)
10	0.54	-0.44	Cc1nn(C)cc1CNC(=O)c1cccc(F)c1
0	0.03	0.1	O=C(CSc1nc2ccccc2o1)N1CCCC1
11	-0.8	-0.41	CCCC1C2C(=O)N(c3ccccc3OC)C(=O)C2ON1c1ccccc1 (stereo not given)
-29	-1.6	-1.3	Cc1[nH]nc2c1C(c1ccc(-c3ccccc3C#N)o1)C(C#N)=C(N)O2 (stereo not given)
42	0.42	0.84	CC1CC(c2ccccc2)n2nc(N3C(=O)c4ccccc4C3=O)nc2N1 (stereo not given)
x	0.11	0.3	CC(C)n1nc(C(=O)OCn2nnc3ccccc3c2=O)c2ccccc2c1=O
9	0.22	-0.22	OC(C#CCN1CCOCC1)(c1ccccc1)C1CC1 (stereo not given)
-100	0.82	0.94	CCCNC(=S)Nc1ccc(Cl)cc1C
-81	-0.25	-0.15	COC(=O)c1sccc1NC(=O)CCC1CCCCC1
53	0.58	0.39	Cc1ccccc1CS(=O)(=O)Cc1ccc(C(=O)NCc2ccco2)o1
-69	-0.37	-0.49	N#Cc1c2n(c3c(-c4ccccc4)ncnc13)CCC2
-42	-1.4	-0.32	CC(C)(C)C1CCc2onc(C(=O)Nc3cccc(O)c3)c2C1 (stereo not given)
x	1.5	1.3	O=C(CSc1ccccc1)NCc1cccnc1
8	-0.15	-0.96	COc1ccc(C2C(C(=O)N3CCN(c4ccccc4)CC3)c3ccccc3C(=O)N2C)cc1 (stereo not given)
-26	-1.3	-1	CCCc1cc(-c2nc(-c3ccc(Br)cc3)cs2)ccn1
32	-1.7	-1	Cc1cc(C)cc(NC(=S)NCc2ccc3[nH]c4c(c3c2)CCCC4)c1
-4	-0.28	1.1	Cn1cc(/C=C2/SC(=O)N(CC(=O)Nc3ccc4c(c3)OCO4)C2=O)c2ccccc21
10	1.3	2	CC(=O)N(C)c1ccc(OCC(O)COc2ccc(N(C)C(C)=O)cc2)cc1
x	0.34	0.19	Cn1c(=O)c2cc(S(=O)(=O)NC(C(=O)Nc3cccnc3)c3ccccc3)ccc2n(C)c1=O (stereo not given)
7	x	x	O=C(Cn1c(=O)sc2ccccc21)Nc1ccc(O)cc1
12	-0.34	-0.88	CCN(CC)S(=O)(=O)c1ccc(/C=C/C(=O)Nc2ccc(F)c(F)c2F)cc1
-34	0.79	1	Cc1ccc(N(CC(=O)NCc2ccco2)C(=O)CCC(=O)Nc2ccccn2)cc1C
-9	0.2	1.3	O=C1CCc2cc(S(=O)(=O)N3CCN(c4cccc(C(F)(F)F)c4)CC3)ccc2N1
-52	-0.15	2.1	CN(c1cccc(NC(=O)CCSc2ccccc2)c1)S(C)(=O)=O
8	x	x	CC1CN(CCCOc2ccccc2-c2ccccc2)CC(C)O1 (stereo not given)

# Entries of single compounds from above.
# `CCCCN(CCCC)S(=O)(=O)c1ccc(NC(=O)Cc2cccs2)cc1` reads INS promoter inh: 39; sdo1 growth: -1.4; sdo1 growth Rescue 24 h: -1.9
# `COC(=O)Nc1ccc(S(=O)(=O)N2CCCCC2C(=O)NCc2ccco2)cc1` (stereo not given) reads INS promoter inh: x; sdo1 growth: -0.2; sdo1 growth Rescue 24 h: -0.39

# No new results follow: an excerpt of the list.
INS promoter inh	sdo1 growth	sdo1 growth Rescue 24 h	SMILES
-34	0.79	1	Cc1ccc(N(CC(=O)NCc2ccco2)C(=O)CCC(=O)Nc2ccccn2)cc1C
-9	0.2	1.3	O=C1CCc2cc(S(=O)(=O)N3CCN(c4cccc(C(F)(F)F)c4)CC3)ccc2N1
-52	-0.15	2.1	CN(c1cccc(NC(=O)CCSc2ccccc2)c1)S(C)(=O)=O
8	x	x	CC1CN(CCCOc2ccccc2-c2ccccc2)CC(C)O1 (stereo not given)

# Screening results: PubChem BioAssay, several laboratories
